# Redox H2O2 prof: compounds producing H2O2 with reducing agent – biochemical, NIH compound library profiling, artefact control for MLSCN library redox annotation, primary screen; DTT-dependent redox cycling H2O2, phenol red/HRP absorbance; 100% = 100 µM peroxide control, 0% = buffer; activation, % at 10 µM; hit rate 0.03% among 200,000;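 active = activation of at least 50% relative to the plate's high and low controls in the primary single-dose screen; inactive = activation below 50%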;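 also: compound incubated with DTT at 0.8 mM final as the reducing agent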
# Hsp70 act: Hsp70 transcriptional activators, primary screen, cell-based, HeLa, Hsp70 promoter luciferase, luminescence, 10 µM | AID 1203, 2008 | activation, % at 10 µM | hit rate 0.04% among 200,000 | HeLa Hsp70 promoter luciferase reporter; scaled: vehicle 0, proteasome-inhibitor control 100%;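 active = activation above the mean across all tested compounds plus 3 SD, cutoff set per campaign, cut at about 5.5% in these data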;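 also: 100% = MG132 at 30 µM as the positive control and 0% = DMSO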
# Lmaj promast: Leishmania major promastigote growth inhibition, primary screen. Leishmania major promastigotes, resazurin fluorescence viability. inhibition, % at 10 µM. hit rate 9% among 200,000. AID 1063, 2008; in the data active = inhibition above about 50%;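 also: promastigotes grown with compound for 44 hours at 28 °C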
# PMI activator: activators of human PMI, primary screen, biochemical, fluorescence intensity, near-Km mannose 6-phosphate | hit rate 0.005% among 190,000 | purified human PMI, coupled resazurin fluorescence, 20 min; active compounds read high; 1 = vehicle control, 0 substrate-free wells | AID 1214, 2008 | activation factor at 20 µM | Mannose-6-phosphate isomerase (Homo sapiens), P34949;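 active = activation factor of 2 or more at 20 µM, relative to plate controls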
# Target sequence (P34949 whole entry, looked up): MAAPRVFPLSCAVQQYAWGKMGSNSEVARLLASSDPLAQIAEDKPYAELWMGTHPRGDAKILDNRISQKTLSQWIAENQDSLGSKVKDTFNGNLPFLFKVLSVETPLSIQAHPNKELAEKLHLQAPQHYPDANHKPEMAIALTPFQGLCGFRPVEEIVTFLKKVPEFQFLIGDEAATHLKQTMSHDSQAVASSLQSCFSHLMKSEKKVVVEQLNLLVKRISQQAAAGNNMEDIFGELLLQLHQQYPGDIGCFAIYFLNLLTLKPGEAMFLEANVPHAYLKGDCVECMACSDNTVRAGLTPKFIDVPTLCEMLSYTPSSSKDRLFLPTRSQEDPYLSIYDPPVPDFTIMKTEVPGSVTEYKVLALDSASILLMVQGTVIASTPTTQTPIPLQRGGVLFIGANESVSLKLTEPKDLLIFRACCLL
# RAM inhibit: inhibitors of the yeast RAM network, primary screen, dse1pr::URA3 reporter, 5-FOA selection; S. cerevisiae dse1pr::URA3 reporter, 5-FOA growth OD615, 2 d; analog-sensitive cbk1-as2 kinase mutant strain; inhibition, % at 50 µM; hit rate 1.8% among 190,000;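 active = inhibition above a set limit, 3 SD over mean compound inhibition, cut at about 8.4% in these data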;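 also: 0% = DMSO-only wells with no growth and 100% = 10 µM 1-NA-PP1 full growth; inhibition rescues growth on 5-FOA so higher OD means more RAM inhibition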
# TNAP inh noacc: human TNAP enzyme inhibitors, primary screen, biochemical, luminescent, no phosphate acceptor, uHTS; Alkaline phosphatase, tissue-nonspecific isozyme (Homo sapiens), P05186; purified TNAP, CDP-star luminescence, 30 min; inhibition, % at 20 µM; hit rate 0.26% among 200,000; AID 1012, 2008;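 active = tissue-nonspecific alkaline phosphatase inhibition above about 50% at 20 µM in the single-dose screen, limit read from the data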;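 also: 0% = DMSO negative control and 100% = EDTA positive control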
# Target sequence (P05186 whole entry, looked up): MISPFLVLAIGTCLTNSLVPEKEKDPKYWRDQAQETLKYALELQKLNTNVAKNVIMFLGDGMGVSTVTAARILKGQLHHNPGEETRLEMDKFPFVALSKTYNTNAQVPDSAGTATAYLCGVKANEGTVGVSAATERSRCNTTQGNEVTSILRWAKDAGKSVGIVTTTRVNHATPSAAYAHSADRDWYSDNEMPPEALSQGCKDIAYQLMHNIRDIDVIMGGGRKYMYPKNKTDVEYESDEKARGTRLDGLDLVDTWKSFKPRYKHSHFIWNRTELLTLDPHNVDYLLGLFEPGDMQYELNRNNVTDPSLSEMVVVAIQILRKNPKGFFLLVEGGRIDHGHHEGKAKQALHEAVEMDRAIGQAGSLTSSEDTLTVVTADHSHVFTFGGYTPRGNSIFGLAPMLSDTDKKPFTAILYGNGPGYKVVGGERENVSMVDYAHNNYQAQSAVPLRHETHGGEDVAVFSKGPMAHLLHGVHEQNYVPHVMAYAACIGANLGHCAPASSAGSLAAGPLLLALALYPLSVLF
# Efa HMGR inh: inhibitors of E. faecalis class II HMGR, primary screen, biochemical, Enterococcus faecalis | hit rate 0.41% among 190,000 | purified E. faecalis HMGR, NADPH absorbance 340 nm kinetic | AID 1066, 2008 | inhibition, % at 10 µM | HMG-CoA reductase (Enterococcus faecalis, mvaE);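 active = inhibition above a set limit, the median over all tested compounds plus 3 SD, cut at about 9.5% in these data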;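 also: enzyme runs in reverse so mevalonate oxidation gives rising NADPH absorbance; 0% = complete reaction with DMSO and 100% = background rate lacking mevalonate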
# S1P3 antagonist: S1P3 receptor antagonists, primary screen, cell-based. CHO S1P3 NFAT-BLA reporter, FRET fluorescence, antagonist mode. inhibition, % at 4.98 µM. hit rate 0.27% among 170,000. AID 485, 2006;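 active = inhibition above the plate cutoff, the mean inhibition of test wells on that plate plus 3 SD, cut at about 28% in these data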;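 also: cells challenged with S1P at its EC80 of 0.8 µM; blue over green emission ratio from cleaved BLA substrate after 4 h stimulation; 0% = S1P-stimulated wells and 100% = unstimulated DMSO-only wells; some compounds past the cut are filed as inactive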
# PMI act satM6P: human PMI activators, high substrate, primary screen, biochemical, fluorescence intensity, near-saturating mannose 6-phosphate | coupled PMI enzyme assay, resazurin fluorescence, 20 min; active compounds read high; 1 = untreated enzyme, 0 = substrate-free blank | activation factor at 20 µM | hit rate 0.34% among 190,000;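 active = activation factor of 2 or more at 20 µM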
#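 Test system: human PMI in coupled enzyme assay; Input: PMI at 15 ng/mL final; Medium: HEPES buffer, pH 7.4; Schedule: 20 min incubation at room temperature; Technique: resorufin fluorescence at Ex 544/Em 590 nm; Compound: 20 µM single dose; Probe or stimulus: Near-saturating mannose-6-phosphate, 1.0 mM.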
# TNAP inh hi DEA: human TNAP enzyme inhibitors, primary screen, biochemical, luminescent, high phosphate acceptor level, uHTS. purified TNAP, CDP-star luminescence, 1 M DEA. Alkaline phosphatase, tissue-nonspecific isozyme (Homo sapiens), P05186. inhibition, % at 20 µM. hit rate 0.03% among 200,000;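 active = over 50% inhibition of tissue-nonspecific alkaline phosphatase at 20 µM in the single-dose screen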;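 also: plate controls were DMSO wells for no effect and EDTA-quenched wells as full inhibition for full effect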
# * marks the source's active call; other numbers are inactive results; i = inactive; x = not tested or not shown. Compounds as they come; any-hit rate near 12%.
smiles,Redox H2O2 prof,Hsp70 act,Lmaj promast,PMI activator,RAM inhibit,TNAP inh noacc,Efa HMGR inh,S1P3 antagonist,PMI act satM6P,TNAP inh hi DEA
CCOc1ccccc1C1N(c2ccc(OC)cc2)C(=O)C2CCCN21 (stereo unspecified),-1.2,0.1,-8,1,0.8,-14,3,-3,1,-8
Cc1cccc(Cn2c(SCCN3CCOCC3)nc3c2c(=O)n(C)c(=O)n3C)c1,0.0,-0.3,1,0.9,-1.4,-7,-5,-18,0.9,-4
CC(O)CNc1nc2sc3c(c2c(=O)n1CCc1ccccc1)CCCCC3 (stereo unspecified),1.0,-0.4,22,0.8,2.6,-4,-1,-10,0.8,3
CCC1=NN2C(=N)/C(=C\c3cccn3-c3cccc(Cl)c3)C(=O)N=C2S1,-0.7,-0.3,-15,0.9,2.5,-5,0,-7,1,-2
Cc1onc(-c2ccccc2)c1C(=O)NC(CC(=O)O)c1ccc(OC(C)C)cc1 (stereo unspecified),1.6,0.0,-7,0.9,3.2,-4,-6,-11,0.9,2
COc1cccc(CN=C2Nc3ccccc3CS2)c1,-0.3,0.4,27,1,-0.7,-12,4,-11,1,-2
CCC(=O)Nc1ccc(C(=O)N/N=C/c2ccccc2[N+](=O)[O-])cc1,1.0,-0.3,-3,0.9,0.7,-7,-6,x,1,0
O=C(O)CCCC(=O)N1CCc2cc(S(=O)(=O)NCc3ccccc3)ccc21,-0.9,0.2,5,1.1,0.5,-11,-1,-24,1,-4
Cc1ccc(S(=O)(=O)N2CCN(C(C)C)CC2)cc1,-0.8,0.0,0,1,4.8,-10,1,-2,1,-10
O=S(=O)(/C=C/c1ccccc1)c1ccccc1,0.4,-0.3,-2,1,3.8,-9,-7,x,1,-7
CCOc1ccc(N2C(=O)CC(N3CCN(C4CCc5ccccc5C4)CC3)C2=O)cc1 (stereo unspecified),0.3,0.1,1,0.9,0.2,-6,-8,-35,0.9,2
O=C(CCCNS(=O)(=O)c1cccc2nsnc12)NCc1ccccc1,-0.2,0.0,1,1,0.9,-8,-3,-10,1,-1
O=C(NC(=S)Nc1ccc(N2CCOCC2)cc1)c1cncc(Br)c1,-0.5,-0.3,-2,0.9,-0.1,11,-7,-10,0.9,2
O=C(CCCn1c(SCC(=O)c2ccc(F)cc2)nc2ccccc2c1=O)NCc1ccco1,0.0,0.2,9,1.1,7.7,-9,-1,x,1,-8
Cc1ncc(CO)c(/C=N/NC(=O)c2cc(O)c(O)c(O)c2)c1O,-2.0,-0.1,10,0.4,1.2,46,3,-4,0.8,18
COc1cccc(-c2nc3ccccc3c(=O)n2NC(=O)c2cccnc2Cl)c1,-0.1,-0.2,-4,0.9,5.5,0,-4,-2,1,4
Cc1cccc(N2CC(C(=O)OCC(=O)c3ccc(OC(=O)c4cccs4)cc3)CC2=O)c1C (stereo unspecified),0.0,-0.1,7,0.8,3.5,-8,-1,x,0.8,1
CN(C)c1nnnn1Cc1ccccc1,-1.3,-0.2,1,1.1,0.4,-10,-4,-3,1.1,-3
CC(C)n1nnnc1C(c1ccc(F)cc1)N1CCN(C2CCCC2)CC1 (stereo unspecified),-2.3,0.0,-5,1,0.6,-9,-3,-30,1.1,-8
COc1ccc(-c2nnc(SCC(=O)NCc3ccco3)o2)cc1,-1.7,-0.1,-7,1,-0.6,-2,-5,-3,1,-6
COc1ccc(NC(=O)CSc2nnc(-c3ccoc3C)n2CC2CCCO2)cc1 (stereo unspecified),-1.3,0.0,3,1,0.2,-8,-1,x,0.9,-1
CC(C)CCNC(=O)Cn1c(NCCC(C)C)nc2c1c(=O)n(C)c(=O)n2C,-0.2,0.0,1,x,x,x,x,-33,x,x
Cc1ccc(S(=O)(=O)c2nc(NC3CCS(=O)(=O)C3)sc2Cl)cc1 (stereo unspecified),-0.1,-0.4,1,0.9,1.0,-4,1,x,0.9,1
Cn1ncc(Cl)c1C(=O)Nc1cc(C(F)(F)F)ccc1F,1.0,-0.2,-7,1,1.9,-5,-4,x,1,-1
CN1CCC(N(C)C(=O)Cc2ccccc2[N+](=O)[O-])CC1,-0.3,0.2,-4,0.9,-0.3,-20,-1,-1,0.9,4
CSc1nc(NCC(C)C)nc(N2CCOCC2)n1,-0.5,-0.3,-1,1,-0.1,-6,-2,8,1,2
COc1ccc(C(=O)NCc2ccc(-n3cccc3)cc2)cc1OC,4.6,-0.5,3,0.9,2.4,-7,-6,41*,0.9,-2
COC(=O)c1ccc(NC(=O)COC(=O)c2cccc3c(=O)c(C)c(-c4ccccc4)oc23)cc1,0.3,0.0,0,0.8,2.4,-14,-14,3,0.9,-4
O=C(O)/C=C/C(=O)c1ccc2c(c1)NC(=O)CO2,-0.1,-0.2,-2,0.4,1.0,1,-3,3,1,-1
O=C(O)CCNS(=O)(=O)c1ccccc1Br,-0.2,-0.2,2,1.1,1.2,-5,-3,-14,1,-1
Cc1ccc(Cl)c(NC(=O)CN2CCNC(=O)C2)c1Cl,0.2,0.4,-7,1,0.5,-11,-9,-21,0.9,-7
CCn1c(SCC(=O)Nc2ccccc2-c2ccccc2)nnc1-c1ccoc1C,-0.1,-0.3,12,1,-0.9,-12,-1,x,0.9,-7
COC(=O)N(C)CCCC1(C)C(=O)N(C)c2ccc(O)cc21 (stereo unspecified),-1.3,-0.3,-5,0.8,-0.7,-4,-7,-53,0.9,1
COc1ccccc1OCCNC(=O)Cc1ccc(Cl)c(Cl)c1,-0.4,0.1,5,1,-0.1,-8,-1,-10,0.9,-2
COc1cccc(N(C(=O)c2ccn[nH]2)C2(C(=O)Nc3c(C)cccc3C)CCCCC2)c1,2.2,-0.3,12,1,5.1,i,0,-10,1,-16
O=C(OC(C(=O)NCc1cccs1)c1ccc(F)cc1)c1ccco1 (stereo unspecified),0.2,-0.3,-1,0.9,6.7,-5,-7,-26,1,2
Cc1ccccc1N(CC(=O)NCC1CCCO1)C(=O)C1(C)CC(=O)N=C2C=CC=CN21 (stereo unspecified),2.1,-0.4,-5,0.9,1.1,-7,-2,-60,1,-6
Cc1ccc(N=Nc2ccc(O)c3ncccc23)cc1,0.5,0.1,100*,1.1,3.3,8,2,3,0.6,14
NC(=O)Cn1c(=O)n(Cc2ccco2)c(=O)c2c3c(sc21)CCCCC3,0.3,-0.1,-3,1,0.4,-3,-6,x,1,-2
OC1(c2ccc3c(c2)OCO3)CCN(Cc2ccccn2)CC1,0.4,-0.2,12,1,1.4,-6,0,2,0.9,-1
O=C(Nc1cccc(S(=O)(=O)NC2=NCCCCC2)c1)c1cc(-c2ccccc2Cl)nc2ccccc12,-0.6,-0.2,45,0.7,11*,-12,1,4,0.8,-3
O=C(CSc1ccccc1)NCCCN1CCOCC1,-0.3,0.1,77*,0.9,0.7,-14,0,x,1,-7
Cc1ccc(S(=O)(=O)Nc2ccc3[nH]c(=O)[nH]c3c2)c(C)c1,0.5,0.0,3,0.9,0.3,-4,-3,-18,0.8,-3
CCn1c(Cc2ccccc2)nnc1SCC(=O)Nc1nc(C)c(C)s1,0.5,0.6,-5,1,3.6,-8,-5,-14,1,-5
O=C(Nc1nccs1)C1(S(=O)(=O)c2ccc(Cl)cc2)CC1,0.2,0.1,-1,0.9,0.6,-12,-3,4,1,-8
CCOc1ccc(NC(=O)Nc2cc(OCC(F)(F)F)cc(OCC(F)(F)F)c2)cc1,0.9,-0.5,14,0.8,4.4,-8,-9,9,0.9,0
CCn1cc(C(=O)Nc2ccc(OC)c(S(=O)(=O)N3CCCCC3)c2)c(=O)c2ccc(C)nc21,0.6,-0.4,67*,1,3.6,-12,-5,-5,1.2,1
Cc1ccc(OCCn2c(C)c(/C=N/n3cnnc3)c3ccccc32)cc1,2.1,-0.1,10,0.9,3.0,-4,-3,14,1,-6
O=C(Cn1nnc2ccccc21)OCc1ccccc1,0.4,0.1,0,1,-0.6,-2,-3,-5,1.1,-6
Cn1c(=O)c2c(n(C)c1=O)=NC1(CCCCC1)ON=2,2.6,-0.1,-7,0.8,2.5,-9,0,-4,0.9,-10
O=C(CN1CCN(S(=O)(=O)/C=C/c2ccccc2)CC1)NC(=O)NCc1ccco1,-0.4,-0.5,-6,1,0.5,-12,-7,-6,1,-7
CCOC(=O)C1(CCOc2ccccc2)CCN(Cc2cccn2-c2ncccn2)CC1,-0.5,0.0,41,0.8,2.4,-2,-4,14,0.8,0
CCC(=O)Nc1cc(NC(=O)CSc2nnc(C(C)C)n2CC)ccc1C,-0.1,0.5,8,1,-0.7,-6,0,10,1,2
CCOc1c(OC)cc(C2C(C#N)=C(N)Oc3n[nH]c(-c4ccncc4)c32)cc1OC (stereo unspecified),1.5,-0.4,7,0.9,2.0,1,-1,-23,1,-5
COC(=O)c1sccc1NC(=O)c1ccc(C)s1,-0.1,-0.2,-6,1,2.5,-11,1,x,1,-2
FC(F)(F)c1cnc(NNC(=S)Nc2ccccc2Cl)c(Cl)c1,0.0,-0.5,-6,1,-1.4,-121,-6,-1,1,-1
COc1ccc(C(=O)NCCn2cc(SCC(=O)Nc3cc(C)on3)c3ccccc32)cc1OC,0.2,0.2,4,1.1,2.4,0,-2,-21,1,-2
O=C(CN(CC1CCCO1)C(=O)c1nsc(Cl)c1Cl)NC1CCCC1 (stereo unspecified),-0.3,0.1,0,1.1,4.1,-4,-4,-20,1.1,-5
COc1ccc(/C=N/NC(=O)c2cccnc2)cc1CN1CCCc2ccccc21,-1.1,-0.2,35,0.8,0.6,-19,-7,22,0.9,-4
C/C(=N\NC(=O)c1cccc(N/N=C(\C)c2ccncc2)c1)c1ccncc1,0.0,-0.4,-2,1.7,3.2,1,-11,-9,2.5*,1

# High-throughput results deposited in PubChem BioAssay by several laboratories.
